Assay outcomes deposited in PubChem BioAssay by Sanford-Burnham Center for Chemical Genomics.
Apaf1 inhib: blocks human Apaf-1 apoptosome activity; reconstituted apoptosome caspase-3 activity, DEVD-Rh110 fluorescence; AID 489030; O14727; 330,000 tested, 0.71% active; inhibition, % at 20 µM; active means inhibition of at least 40% at 20 µM;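 further: plate controls were DMSO wells for no effect and DEVD-CHO caspase inhibitor wells for full effect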
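detection = Rh110 fluorescence intensity | test system = biochemical Apaf-1 apoptosome reconstitution | also added = cytochrome c and DEVD-Rh110 substrate | schedule = 30 min plus 50 min, RT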
Gli-Sufu block: Gli-Sufu pathway antagonism; Sufu-KO-LIGHT fibroblasts, Gli luciferase reporter luminescence; inhibition, % at 5 µM; 340,000 tested, 0.74% active; AID 588413;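 active means inhibition above about 55%, limit read from the data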;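 further: 0% = DMSO-treated cells and 100% = wells with medium but no cells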
SENP7 block: inhibitors of human SENP7 protease; Q9BQF6; recombinant SENP7, Z-RLRGG-aminoluciferin luminescence, 40 min; inhibition, % at 5 µM; 330,000 tested, 1.5% active;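 active means inhibition above about 50% at the single test dose, limit read from the data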;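 further: plate controls were DMSO with enzyme for no effect and no enzyme buffer wells for full effect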
SENP8 block: blocks the human protease SENP8. 330,000 tested, 1.2% active. inhibition, % at 10 µM. Q96LD8. purified SENP8, Z-RLRGG-aminoluciferin cleavage, luminescence. AID 2540
697 NFkB inh: inhibitors of the PMA/ionomycin-induced NF-kB reporter in 697 B cells. 697 B-cell NF-kB luciferase reporter, 16 h. inhibition, % at 4 µM. 330,000 tested, 0.33% active; in the data active means inhibition above about 35%
UBC13 inh: human UBC13 polyubiquitination inhibition; UBC13 polyubiquitin chain formation, TR-FRET; inhibition, % at 20 µM; 330,000 tested, 0.47% active; AID 485273; in the data active means inhibition above about 45%, passing the limit was not always enough
Target sequence (P61088 whole entry, looked up): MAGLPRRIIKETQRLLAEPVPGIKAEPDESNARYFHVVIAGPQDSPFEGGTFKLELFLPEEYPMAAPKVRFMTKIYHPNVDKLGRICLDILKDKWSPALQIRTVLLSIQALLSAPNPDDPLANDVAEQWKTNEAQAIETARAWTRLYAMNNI
Jurkat NFkB inh: lowers PMA/ionomycin-induced NF-kB signal in Jurkat cells. PMA/ionomycin-induced NF-kB luciferase reporter, luminescence. 330,000 tested, 0.53% active. inhibition, % at 4 µM. AID 435003
HKDC1 inhibitor: inhibitors of human hexokinase HKDC1; Q2TB90; recombinant HKDC1, G6PDH/diaphorase resazurin coupled fluorescence; inhibition, % at 20 µM; 340,000 tested, 0.16% active;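 active means inhibition above about 35% when tested at 20 µM, limit read from the data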;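 further: plate controls were DMSO wells with enzyme for no effect and DMSO wells lacking enzyme for full effect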
Target sequence (Q2TB90 whole entry, looked up): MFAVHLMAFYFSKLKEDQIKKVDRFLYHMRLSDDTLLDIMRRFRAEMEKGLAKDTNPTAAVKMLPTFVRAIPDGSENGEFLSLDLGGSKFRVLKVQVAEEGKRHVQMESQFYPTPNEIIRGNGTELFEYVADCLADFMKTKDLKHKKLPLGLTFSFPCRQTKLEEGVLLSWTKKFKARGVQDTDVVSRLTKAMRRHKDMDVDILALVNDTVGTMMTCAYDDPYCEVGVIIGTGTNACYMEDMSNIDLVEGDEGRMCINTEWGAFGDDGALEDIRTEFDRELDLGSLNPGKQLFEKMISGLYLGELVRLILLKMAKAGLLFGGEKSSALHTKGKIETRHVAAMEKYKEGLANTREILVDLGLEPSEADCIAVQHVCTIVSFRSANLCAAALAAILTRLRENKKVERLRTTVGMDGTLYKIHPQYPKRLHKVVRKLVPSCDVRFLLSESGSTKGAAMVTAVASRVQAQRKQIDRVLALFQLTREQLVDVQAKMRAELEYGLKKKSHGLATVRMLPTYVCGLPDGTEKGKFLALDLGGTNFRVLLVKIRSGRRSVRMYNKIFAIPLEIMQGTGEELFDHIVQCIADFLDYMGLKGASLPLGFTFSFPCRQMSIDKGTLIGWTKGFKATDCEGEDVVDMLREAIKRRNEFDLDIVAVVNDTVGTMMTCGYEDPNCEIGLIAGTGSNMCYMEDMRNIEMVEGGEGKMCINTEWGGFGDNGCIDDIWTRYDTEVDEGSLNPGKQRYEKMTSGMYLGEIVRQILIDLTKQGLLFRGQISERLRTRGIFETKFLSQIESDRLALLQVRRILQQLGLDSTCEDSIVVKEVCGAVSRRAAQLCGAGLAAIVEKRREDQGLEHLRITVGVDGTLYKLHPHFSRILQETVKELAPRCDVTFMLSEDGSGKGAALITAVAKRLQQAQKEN
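Material – in-house recombinant HK5 (HKDC1) enzyme · Quantity – HKDC1 at 5 µg/mL · Buffer or medium – pH 8.0 Tris buffer with 10 mM MgCl2 · Reagent – glucose with 1 mM ATP · Dosing – single 20 µM dose · Times – reaction time 90 min, room temperature, protected from light · Technique – resorufin fluorescence at 613 nm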
The depositor's hits bear a star. Unless noted, no stated cut-off is given here; in the data, active means inhibition above about 50%; inactive means the rest.

Results for COc1ccccc1-n1c(CNC(=O)c2cccc([N+](=O)[O-])c2C)n[nH]c1=S ?
Apaf1 inhib: 4; Gli-Sufu block: -9; SENP7 block: 11; SENP8 block: 0; 697 NFkB inh: 12; UBC13 inh: 4; Jurkat NFkB inh: 1; HKDC1 inhibitor: -1

Results for COc1ccc(C(=O)Oc2cc(OC)cc(OC)c2C(C)=O)cc1 ?
Apaf1 inhib: 10; Gli-Sufu block: -12; SENP7 block: 5; SENP8 block: -1; 697 NFkB inh: 8; UBC13 inh: 8; Jurkat NFkB inh: 7; HKDC1 inhibitor: -6

What do the screens show for `Cc1ccc2cc(CCNC(=O)C(=O)c3c(C)[nH]c4ccccc34)c(=O)[nH]c2c1`?
Apaf1 inhib: 0; SENP7 block: 4; SENP8 block: 1; 697 NFkB inh: 13; UBC13 inh: 2; Jurkat NFkB inh: 3; HKDC1 inhibitor: -1

Results for CC(=O)c1ccc(Cl)c(Cl)c1Cl ?
Apaf1 inhib: 0; Gli-Sufu block: 6; SENP7 block: 3; SENP8 block: -2; 697 NFkB inh: 8; UBC13 inh: 6; Jurkat NFkB inh: -2; HKDC1 inhibitor: -4

How did O=C(NCC(=O)N1CC=C(c2ccccc2)CC1)c1ccco1 do in these assays?
Apaf1 inhib: -7; Gli-Sufu block: -6; SENP7 block: 7; SENP8 block: 1; 697 NFkB inh: 11; UBC13 inh: 0; Jurkat NFkB inh: 15; HKDC1 inhibitor: -3

What do the screens show for `O=C(Nc1cccc(S(=O)(=O)N2CCCCC2)c1)c1ccc([N+](=O)[O-])o1`?
Apaf1 inhib: -4; Gli-Sufu block: -11; SENP7 block: 7; SENP8 block: -4; 697 NFkB inh: 21; UBC13 inh: -16; Jurkat NFkB inh: 15; HKDC1 inhibitor: 10

How did COc1ccc(-n2c(O)c(C=NC3CC3)c(=O)[nH]c2=O)cc1 do in these assays?
Apaf1 inhib: 3; Gli-Sufu block: -4; SENP7 block: -3; SENP8 block: -9; 697 NFkB inh: 16; UBC13 inh: 1; Jurkat NFkB inh: -4; HKDC1 inhibitor: -10

Results for COc1cc(/C=C/c2[nH]c(=O)[nH]c(=O)c2[N+](=O)[O-])cc(OC)c1O ?
Apaf1 inhib: -8; Gli-Sufu block: -2; SENP7 block: -2; SENP8 block: 5; 697 NFkB inh: -18; UBC13 inh: -32; Jurkat NFkB inh: -16; HKDC1 inhibitor: 13

How did O=P(O)(O)COc1ccccc1P(=O)(c1ccccc1)c1ccccc1 do in these assays?
Apaf1 inhib: -1; Gli-Sufu block: -2; SENP7 block: 0; SENP8 block: 2; 697 NFkB inh: 28; UBC13 inh: 4; Jurkat NFkB inh: 9; HKDC1 inhibitor: -3

What do the screens show for `CCOC(=O)N/N=C/c1cn(CCCOc2ccc(C)cc2)c2ccccc12`?
Apaf1 inhib: 20; Gli-Sufu block: -29; SENP7 block: -11; SENP8 block: -7; 697 NFkB inh: -137; UBC13 inh: -1; Jurkat NFkB inh: -63; HKDC1 inhibitor: -1

Results for COc1cc(C2C(C(N)=O)=C(C)Nc3nc(CCCO)nn32)cc(OC)c1OC (configuration not stated) ?
Apaf1 inhib: 0; Gli-Sufu block: 0; SENP7 block: -2; SENP8 block: 7; 697 NFkB inh: 11; UBC13 inh: 4; Jurkat NFkB inh: 8; HKDC1 inhibitor: -4

How did Cc1c(C(=O)NCc2ccccn2)oc2ccc(S(=O)(=O)N3CCC4(CC3)OCCO4)cc12 do in these assays?
Apaf1 inhib: -4; Gli-Sufu block: 5; SENP7 block: -6; SENP8 block: 1; 697 NFkB inh: -1; UBC13 inh: 1; Jurkat NFkB inh: 0; HKDC1 inhibitor: -6

What do the screens show for `CC(=O)N1CCN(C(=O)c2ccc(-n3c(C)ccc3C)cc2)CC1`?
Apaf1 inhib: -4; Gli-Sufu block: 7; SENP7 block: -6; SENP8 block: -6; 697 NFkB inh: 22; UBC13 inh: 8; Jurkat NFkB inh: 6; HKDC1 inhibitor: -6

Results for CCOc1ccc(NC(=O)COc2coc(CN3CCc4ccccc4C3)cc2=O)cc1 ?
Apaf1 inhib: 12; Gli-Sufu block: -8; SENP7 block: -5; SENP8 block: -13; 697 NFkB inh: -7; UBC13 inh: 0; Jurkat NFkB inh: 1; HKDC1 inhibitor: -5

How did CCCN1C(=O)C2C(C(=O)Nc3cccc(OC)c3)C3C=CC2(O3)C1C(=O)NC1CCCCC1 (configuration not stated) do in these assays?
Apaf1 inhib: 10; Gli-Sufu block: -62; SENP7 block: 11; SENP8 block: -13; 697 NFkB inh: -1; UBC13 inh: 7; Jurkat NFkB inh: -12; HKDC1 inhibitor: -4

Brought forward from above: two entries, followed by the next part.
Results for CCOc1ccc(NC(=O)COc2coc(CN3CCc4ccccc4C3)cc2=O)cc1 ?
Apaf1 inhib: 12; Gli-Sufu block: -8; SENP7 block: -5; SENP8 block: -13; 697 NFkB inh: -7; UBC13 inh: 0; Jurkat NFkB inh: 1; HKDC1 inhibitor: -5

How did CCCN1C(=O)C2C(C(=O)Nc3cccc(OC)c3)C3C=CC2(O3)C1C(=O)NC1CCCCC1 (configuration not stated) do in these assays?
Apaf1 inhib: 10; Gli-Sufu block: -62; SENP7 block: 11; SENP8 block: -13; 697 NFkB inh: -1; UBC13 inh: 7; Jurkat NFkB inh: -12; HKDC1 inhibitor: -4

What do the screens show for `COCCN1C(=S)N[C@@H](c2cccc(F)c2)C(C(=O)OC)=C1C`?
Apaf1 inhib: 57*; SENP7 block: 10; SENP8 block: -17; 697 NFkB inh: 7; UBC13 inh: 86*; Jurkat NFkB inh: -2

Results for COc1ccc(NC(=O)c2ccccc2-c2ccccc2)cc1 ?
Apaf1 inhib: 3; Gli-Sufu block: 4; SENP7 block: 7; SENP8 block: 3; 697 NFkB inh: 7; UBC13 inh: 5; Jurkat NFkB inh: 11; HKDC1 inhibitor: -2

Results for N#Cc1c(-c2ccncc2)c2c([nH]c1=S)CCCC2 ?
Apaf1 inhib: -6; Gli-Sufu block: 0; SENP7 block: 3; SENP8 block: -4; 697 NFkB inh: -19; UBC13 inh: -12; Jurkat NFkB inh: -5; HKDC1 inhibitor: -1

Results for Cc1ccc(-c2nnc(NC(=O)CCS(=O)(=O)c3ccccc3)o2)c(C)c1 ?
Apaf1 inhib: 20; Gli-Sufu block: -12; SENP7 block: 8; SENP8 block: -5; 697 NFkB inh: -34; UBC13 inh: -13; Jurkat NFkB inh: -24; HKDC1 inhibitor: 3

How did CC(C)/C=N/Nc1nc(-c2ccc(Br)cc2)cs1 do in these assays?
Apaf1 inhib: 5; SENP7 block: 2; SENP8 block: -7; 697 NFkB inh: -59; UBC13 inh: 17; Jurkat NFkB inh: -28; HKDC1 inhibitor: -7

Results for Cc1c(OC(C)C(=O)NCC2CCC(C(=O)O)CC2)ccc2c1oc(=O)c1ccccc12 (configuration not stated) ?
Apaf1 inhib: -4; Gli-Sufu block: 0; SENP7 block: -3; SENP8 block: 10; 697 NFkB inh: 8; UBC13 inh: 22; Jurkat NFkB inh: 21; HKDC1 inhibitor: -1

How did Cc1nnc(SCC(=O)Nc2ncc3c(n2)CCCC3=O)s1 do in these assays?
Apaf1 inhib: 2; Gli-Sufu block: -1; SENP7 block: 2; SENP8 block: -8; 697 NFkB inh: 16; UBC13 inh: 5; Jurkat NFkB inh: 1; HKDC1 inhibitor: 0

Results for COc1ccc(NC(=O)N(C)C[C@H]2Oc3ccc(NC(=O)NC4CCCCC4)cc3C(=O)N([C@H](C)CO)C[C@@H]2C)cc1 ?
Apaf1 inhib: 6; Gli-Sufu block: -10; SENP7 block: -5; SENP8 block: -11; 697 NFkB inh: 5; UBC13 inh: -13; Jurkat NFkB inh: 0; HKDC1 inhibitor: 3

Results for C/C(=N\NC(=O)c1ccc(O)cc1)c1ccc2c(c1)Nc1ccccc1S2 ?
Apaf1 inhib: 12; Gli-Sufu block: 10; SENP7 block: -8; SENP8 block: -5; 697 NFkB inh: -31; UBC13 inh: -2; Jurkat NFkB inh: -29; HKDC1 inhibitor: 19

How did Cc1ccc2c(c1)NC(=O)C(CC(=O)NCc1cccnc1)O2 (configuration not stated) do in these assays?
Apaf1 inhib: -7; Gli-Sufu block: 4; SENP7 block: 2; SENP8 block: 6; 697 NFkB inh: 9; UBC13 inh: 5; Jurkat NFkB inh: -6; HKDC1 inhibitor: -4

How did CCCCn1c(N)c(N(CCC(C)C)C(=O)c2sc3nc4n(c(=O)c3c2C)CCC4)c(=O)[nH]c1=O do in these assays?
Apaf1 inhib: -7; Gli-Sufu block: 5; SENP7 block: -2; SENP8 block: -2; 697 NFkB inh: 13; UBC13 inh: 6; Jurkat NFkB inh: 4; HKDC1 inhibitor: -1

Results for Fc1ccc(F)c(C2=NNC(=Nc3ccccc3F)SC2)c1 ?
Apaf1 inhib: -45; Gli-Sufu block: -20; SENP7 block: 12; SENP8 block: 4; 697 NFkB inh: -151; UBC13 inh: -7; Jurkat NFkB inh: -131; HKDC1 inhibitor: -143

What do the screens show for `COC(=O)c1nc(NC(=O)c2ccccc2)n[nH]1`?
Apaf1 inhib: -15; Gli-Sufu block: -1; SENP7 block: -1; SENP8 block: -8; 697 NFkB inh: 4; UBC13 inh: 16; Jurkat NFkB inh: 7; HKDC1 inhibitor: -14

Results for CCOC(=O)c1cc(CC)sc1/N=C/C1C(=O)CC(C)(C)CC1=O ?
Apaf1 inhib: 2; Gli-Sufu block: -1; SENP7 block: 6; SENP8 block: -12; 697 NFkB inh: -1; UBC13 inh: 1; Jurkat NFkB inh: 0; HKDC1 inhibitor: 13

What do the screens show for `COc1ccc(/C=C(\C#N)C(=O)OCC(=O)NCc2ccccc2OC)cc1`?
Apaf1 inhib: 7; Gli-Sufu block: -10; SENP7 block: -9; SENP8 block: 7; 697 NFkB inh: -29; UBC13 inh: -5; Jurkat NFkB inh: -16; HKDC1 inhibitor: -11

Results for CC(/C=C/c1ccccc1F)=N\NC(=O)C(C)C ?
Apaf1 inhib: 12; Gli-Sufu block: -24; SENP7 block: 3; SENP8 block: 2; 697 NFkB inh: -12; UBC13 inh: -7; Jurkat NFkB inh: -37; HKDC1 inhibitor: -12

How did CC(=O)NC1C(OCc2ccccc2)OC(CO)C(OC(C)=O)C1OC(C)=O (configuration not stated) do in these assays?
Apaf1 inhib: -7; Gli-Sufu block: 2; SENP7 block: -1; SENP8 block: -1; 697 NFkB inh: -2; UBC13 inh: 9; Jurkat NFkB inh: 3; HKDC1 inhibitor: -8

What do the screens show for `CCOC(=O)c1c(CN(C)C)oc2cc(CN(C)C)c(O)c(CSc3ccccc3)c12`?
Apaf1 inhib: 15; Gli-Sufu block: -9; SENP7 block: -10; SENP8 block: -14; 697 NFkB inh: -34; UBC13 inh: -2; Jurkat NFkB inh: -15; HKDC1 inhibitor: -3

How did COc1cc(CN2CCN(Cc3cn(C)c4ccccc34)CC2CCO)cc(OC)c1 (configuration not stated) do in these assays?
Apaf1 inhib: 4; Gli-Sufu block: 16; SENP7 block: 0; SENP8 block: 8; 697 NFkB inh: 9; UBC13 inh: 9; Jurkat NFkB inh: 8; HKDC1 inhibitor: -2

What do the screens show for `O=C(NCc1ccncc1)C1=NN(c2ccccc2)C(=O)CC1`?
Apaf1 inhib: -5; Gli-Sufu block: 3; SENP7 block: 12; SENP8 block: -3; 697 NFkB inh: 13; UBC13 inh: -4; Jurkat NFkB inh: -2; HKDC1 inhibitor: -2

Of the compounds above, these have fluorine.
What do the screens show for `COCCN1C(=S)N[C@@H](c2cccc(F)c2)C(C(=O)OC)=C1C`?
Apaf1 inhib: 57*; SENP7 block: 10; SENP8 block: -17; 697 NFkB inh: 7; UBC13 inh: 86*; Jurkat NFkB inh: -2

Results for Fc1ccc(F)c(C2=NNC(=Nc3ccccc3F)SC2)c1 ?
Apaf1 inhib: -45; Gli-Sufu block: -20; SENP7 block: 12; SENP8 block: 4; 697 NFkB inh: -151; UBC13 inh: -7; Jurkat NFkB inh: -131; HKDC1 inhibitor: -143

Results for CC(/C=C/c1ccccc1F)=N\NC(=O)C(C)C ?
Apaf1 inhib: 12; Gli-Sufu block: -24; SENP7 block: 3; SENP8 block: 2; 697 NFkB inh: -12; UBC13 inh: -7; Jurkat NFkB inh: -37; HKDC1 inhibitor: -12
